From PubChem BioAssay
PDI inh = blocks human protein disulfide isomerase activity; PDI insulin aggregation turbidity, A650, 90 min; inhibition, % at 10 µM; 0.052% of 350,000 active; AID 588391;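 active = mean inhibition across replicates of 30% or more, whatever share of single replicates reach that level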;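 also: absorbance from insulin aggregation driven by PDI reduction with DTT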
Target sequence (P07237 whole entry, looked up): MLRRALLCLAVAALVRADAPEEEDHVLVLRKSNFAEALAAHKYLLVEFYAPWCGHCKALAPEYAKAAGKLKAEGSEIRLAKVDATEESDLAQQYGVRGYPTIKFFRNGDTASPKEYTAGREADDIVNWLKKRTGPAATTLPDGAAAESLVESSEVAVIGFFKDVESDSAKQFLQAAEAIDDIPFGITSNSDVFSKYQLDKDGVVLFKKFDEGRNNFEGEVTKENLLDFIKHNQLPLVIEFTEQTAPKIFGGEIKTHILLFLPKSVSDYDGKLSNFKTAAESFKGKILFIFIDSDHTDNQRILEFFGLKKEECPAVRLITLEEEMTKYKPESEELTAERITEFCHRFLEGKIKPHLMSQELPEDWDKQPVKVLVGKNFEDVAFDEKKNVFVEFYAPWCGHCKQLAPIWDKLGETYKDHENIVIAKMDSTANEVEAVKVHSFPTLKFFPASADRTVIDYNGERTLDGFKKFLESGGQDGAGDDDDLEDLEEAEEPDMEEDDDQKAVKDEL
ABCB6 inh MLPCN = blocks the human ABCB6 transporter; K562-ABCB6 porphyrin accumulation, flow cytometry, 1 h; hits give low values; Q9NP58; 0.19% of 360,000 active; AID 602162; fluorescence ratio to DMSO, % at 10 µM;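 active = fluorescence ratio to DMSO below 75%, the collection mean minus 3 SD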;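 also: signal is porphyrin accumulated inside mitochondria; 100% equals median channel fluorescence of DMSO control wells; lower ratio means ABCB6 inhibition with less porphyrin fluorescence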
MC4R antag cAMP = human MC4R antagonism in cAMP assay. P32245. MC4R-expressing cells, MTII-stimulated cAMP, LANCE TR-FRET. inhibition, % at 6.5 µM. 0.48% of 360,000 active. AID 540295;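 active = inhibition above its plate's cutoff, the mean of tested wells on that plate plus 3 SD, cut at about 29% in these data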;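 also: 0% = Melanotan II alone and 100% = Melanotan II plus saturating MCL0020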
Target sequence (P32245 whole entry, looked up): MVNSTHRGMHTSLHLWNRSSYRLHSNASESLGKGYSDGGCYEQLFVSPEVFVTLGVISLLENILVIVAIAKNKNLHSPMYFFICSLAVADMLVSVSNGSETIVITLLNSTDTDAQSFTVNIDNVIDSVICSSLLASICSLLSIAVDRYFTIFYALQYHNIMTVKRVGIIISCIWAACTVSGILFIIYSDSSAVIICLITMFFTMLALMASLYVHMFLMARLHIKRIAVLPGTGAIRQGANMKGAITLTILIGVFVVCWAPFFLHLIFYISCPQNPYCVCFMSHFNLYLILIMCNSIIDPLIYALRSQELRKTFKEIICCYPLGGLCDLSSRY
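Assay system: human MC4R-expressing U2OS cells; reagent: Melanotan II stimulation of cells; dosing: 6.5 µM single dose; timing: compound 30 min, challenge 1 h, detection 1 h; signal: TR-FRET cAMP assay; replicates: one well per compound, no replicates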
aDG glyco act = increases alpha dystroglycan glycosylation. AID 624168. Pro5-aDG cells, alpha-DG glycosylation AlphaScreen (IIH6); 0% Pro5, 100% B10-LARGE cell signal. activation, % at 10 µM. 0.22% of 360,000 active;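 active = activation of at least 8% versus controls, or a plate z-score of at least 8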;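 also: Pro5 are CHO cells carrying HIG-tagged alpha-DG that lacks glycosylation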
MC4R ag barr = agonists of human melanocortin 4 receptor (MC4R) beta-arrestin; 0.98% of 360,000 active; U2OS MC4R beta-arrestin complementation, luminescence; percent of melanotan II response, DMSO zero; activation, % at 8.9 µM;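 active = activation above a per-plate cutoff, the mean activation of sample wells on that plate plus 3 SD, cut at about 8% in these data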
N-glyco inh = N-linked glycosylation inhibition | D54 ERlucT glycosylation luciferase reporter, 24 h; percent of 100 nM tunicamycin response | AID 588692 | reporter increase, % at 12.5 µM | 0.23% of 360,000 active;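 active = mean luciferase reporter signal, scaled so untreated is 0 and the glycosylation-blocking control 100, at or above a set limit in every replicate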;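 also: luciferase carries N-glycosylation sites so blocking glycosylation raises the light; 0% = median of neutral control wells and 100% = median of 100 nM tunicamycin wells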
m5-HT2A agonist = agonists of mouse serotonin 5-HT2A receptor (HTR2A). P35363. CHO-K1 mHTR2A beta-arrestin complementation, luminescence; percent of 30 µM serotonin response. activation, % at 7.6 µM. 0.66% of 360,000 active;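 active = activation above a run cutoff, the mean activation of all tested compounds plus 3 SD, cut at about 14% in these data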;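 also: 0% = plate median of compound wells and 100% = 30 µM serotonin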
CaV13 ICDI inh = Disruptors of the CACNA1D IQ motif to Ca2+-dependent inactivation inhibitor domain association, primary screening, Förster resonance energy transfer in intact living …. HEK cells, CFP/YFP FRET ICDI-IQ, plate reader, 10 min; percent FRET-ratio fall versus neutral wells. inhibition, % at 12.3 µM. 0.098% of 340,000 active;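 active = mean replicate inhibition of at least 30% and at least 1% of replicates passing that level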;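 also: 0% = median of the neutral control wells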
Vif inh = blocks HIV Vif function | inhibition, % at 7.49 µM | HEK293T cells, Vif self-association by quenched fluorescence, imaging, 24 h | 0.35% of 340,000 active | AID 602346; in the data active = inhibition above about 50%, passing the limit was not always enough; also: some results filed as inactive read as strong as hits
Cardio protect = protects H9c2 cardiomyocytes from peroxide injury. H2O2 injury protection, ATPLite, 2 h. protection from H2O2 cell death, % at 20 µM. 0.63% of 360,000 active;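 active = compounds giving at least 50% protection of heart cells from peroxide-induced death in the single-dose screen, raw or plate-pattern-corrected value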;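 also: 0% = DMSO wells with peroxide and 100% = DMSO wells without peroxide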
Starred values were filed as active, the others as inactive; . = no result given.

SMILES	PDI inh	ABCB6 inh MLPCN	MC4R antag cAMP	aDG glyco act	MC4R ag barr	N-glyco inh	m5-HT2A agonist	CaV13 ICDI inh	Vif inh	Cardio protect
O=[N+]([O-])c1ccc2cc[nH]c2c1	-7	103	-1	0.2	2.2	0	1	-6	-31	-6
CC(C)C(=O)N1CCN(c2ccccc2NC(=O)c2ccco2)CC1	-1	100	6	0.1	0.2	0	4	-7	1	3
Cn1cccc1/C=C1\CCC/C(=C\c2cccn2C)C1=O	-5	119	3	-0.5	-2.7	-4	2	-20	24	-2
COC(=O)CCC/C=C1/SCC(NC(=O)c2ccccc2)C1O (configuration not stated)	-8	108	1	-0.1	-1.6	1	1	-8	-3	-1
COn1c(=O)c(=O)n(OC)c2ccccc21	5	106	-6	-0.2	-0.9	1	0	-5	-4	-3
Fc1ccccc1-c1nc2c(s1)CCc1onc(-c3ccc(Br)cc3)c1-2	0	99	4	0.0	-0.7	-3	4	-11	5	-5
CCc1ccccc1N(CC(=O)N/N=C/c1ccc(OC(=O)OC)c(OC)c1)S(C)(=O)=O	-3	96	12	-0.1	-1.3	0	-7	.	7	-4
COC(=O)C1=C(C)N(CCc2ccccc2)C(=O)/C1=C\c1ccco1	1	95	11	-0.1	1.8	-1	-3	-3	-2	3
CCCN1C(=O)c2ccc(C(=O)Nc3cc(C)ccc3O)cc2C1=O	-3	98	12	-0.1	2.8	0	7	-11	1	-16
O=C(O)C1CCN(C(=O)COc2ccc3c(c2)oc(=O)c2ccccc23)CC1	.	103	7	0.2	-2.3	-2	5	.	7	0
O=C(CCS(=O)(=O)c1ccccc1)N(CCCN1CCOCC1)c1nc2ccccc2s1	38*	100	16	-0.3	-5.0	-10	-4	-6	-10	-16
COC(=O)C(C)Sc1nc2c(c(=O)[nH]c(=O)n2C)n1CCCc1ccccc1 (configuration not stated)	0	100	-54	1.1	-2.3	4	0	-4	-2	-7
COc1ccccc1N1CCN(C(=O)CSc2nnc(-c3ccoc3C)o2)CC1	0	105	8	0.0	-1.3	1	2	.	13	1
Cc1cc2nnc(SCC(=O)Nc3cc(S(=O)(=O)N4CCOCC4)ccc3Cl)n2c2ccccc12	0	94	7	0.0	-0.7	0	2	-15	0	6
N#Cc1ccccc1OCC(=O)NCC1(N2CCCCC2)CCCCC1	-2	95	7	-0.3	-3.1	-1	-6	0	0	8
O=C(Nc1nnc(CCN2CCOCC2)s1)c1ccccc1	-3	84	10	-0.1	1.6	-3	2	-4	0	-2
CN(C)S(=O)(=O)c1ccc(C(=O)NNC(=O)C23CC4CC(CC(C4)C2)C3)cc1	-12	97	7	0.0	-3.1	-1	-1	-6	-1	5
COc1cc(C=NNc2nc3c([nH]2)c(=O)n(C)c(=O)n3C)ccc1O	-7	97	-8	-0.2	-2.8	2	1	-8	-3	5
O=[N+]([O-])c1cccc(-c2cc3ccccc3[nH]2)c1	1	94	-1	0.0	1.5	-4	-7	-20	-5	-8
CN(C(=O)Cc1c(C(=O)O)n(C)c2ccccc12)c1ccc(F)cc1	6	102	-1	-0.4	-0.9	1	-5	-3	-2	8
CN(C)S(=O)(=O)c1cccc(C(=O)OCC(=O)NC2CCCc3ccccc32)c1 (configuration not stated)	-1	98	-5	-0.3	-1.4	1	8	-5	-3	9
CC[N+]1=C(C)C(C)(C)c2cc(C)ccc21	8	106	0	2.5	-1.3	-4	-7	-7	.	-19
Cc1onc(-c2ccccc2)c1C(=O)Nc1ccc(Cl)c(S(=O)(=O)N2CCOCC2)c1	1	95	11	-0.3	-0.9	-3	0	-5	4	0
COc1ccc(Cl)cc1-c1nc(SCC(N)=O)n[nH]1	1	96	0	0.0	-2.4	2	-1	3	-4	-2
CCn1ncc(Br)c1C(=O)N(C)C12CC3CC(CC(C3)C1)C2	11	98	1	0.0	1.9	1	8	.	-1	1
CN1CCN(CC(=O)Nc2c(C(=O)c3ccccc3)oc3ccccc23)CC1	-4	104	2	0.6	-0.8	4	0	-4	-1	-5
COCc1c(C(=O)N/N=C/c2ccc(C)o2)nnn1-c1nonc1N	-15	97	2	-0.1	0.4	3	0	-2	-5	4
COc1ccc(NS(=O)(=O)c2ccc3oc(=O)ccc3c2)cc1	-4	98	23	-0.1	-1.1	0	-10	-18	-1	-4
CN1OC[C@@H]2CN(C(=O)CCc3ccccc3)[C@H](c3ccccc3Br)C[C@@H]21	.	96	.	0.2	.	0	-5	-4	-12	7
CCN(CC(=O)NC1CCS(=O)(=O)C1)S(=O)(=O)c1ccc(C)c(C)c1 (configuration not stated)	4	98	3	0.2	-1.5	-1	4	-4	-5	0
O=C(CN1C(=O)NC2(CCCC2)C1=O)N1CCCSC1=Nc1ccccc1	8	83	11	0.0	-0.6	1	-1	-6	-18	8
CCC1(c2ccc(F)cc2)NC(=O)N(CC(=O)c2ccc[nH]2)C1=O (configuration not stated)	1	119	8	0.0	1.2	0	4	.	.	9
Cc1ccc(CNC(=O)c2cc(-c3ccccc3C)n(CC3CC(c4cccc([N+](=O)[O-])c4)=NO3)n2)cc1 (configuration not stated)	3	91	10	0.1	-2.1	-7	-1	-10	-16	3
CC(=O)c1ccc(Nc2nc(C(C)N)cs2)cc1 (configuration not stated)	-5	87	0	-0.2	-0.8	2	1	-4	5	13
c1ccc(OCCNc2nc(NCC3CC3)nc3ccsc23)cc1	-27	75	10	3.0	-2.7	0	-5	-3	-4	-19
COc1ccc(NC(=O)CN2C(=O)C(C)SC(C)C2=O)c(OC)c1 (configuration not stated)	10	101	-5	-0.1	-2.1	1	-3	-20	7	2
CCOC(=O)C1=CN(Cc2cccc(F)c2)S(=O)(=O)N(CC)C1c1ccc(Br)cc1F (configuration not stated)	-12	96	13	0.1	-2.4	-8	-3	-3	.	-9
Cc1cc(C(=O)COc2ccc(C#N)cc2)c(C)n1-c1ccc2c(c1)OCO2	-7	91	18	1.5	5.9	-6	-2	-2	-2	-8
NC(=O)C1CCCN(S(=O)(=O)c2ccc(Br)cc2)C1 (configuration not stated)	-11	98	9	-0.2	0.6	1	4	.	1	11
Cc1ccc(NC(=O)CN(C)S(=O)(=O)c2ccc(Cl)s2)c(O)c1	-2	100	-7	-0.1	0.0	0	18*	-6	-3	2
Cc1ccc(N2C(=O)CC(Sc3nc(-c4ccccc4)c4cc(Cl)ccc4n3)C2=O)c(C)c1 (configuration not stated)	11	91	-1	0.2	-0.6	3	1	-5	8	15
COCCCn1c(=O)/c(=C\c2ccccc2OC(F)F)s/c1=C(/C#N)C(N)=O	5	96	-2	-0.1	1.9	-1	2	-5	139*	7
O=C(Nc1ccc(O)cc1C(=O)O)c1ccc(NC(=O)c2ccco2)cc1	-2	90	0	0.3	-0.3	-1	11	-3	0	9
Cc1cc(C(=O)COC(=O)c2ccccc2Br)c(C)n1CC1CCCO1 (configuration not stated)	-3	91	0	0.3	1.0	-18	12	-1	5	-16
COc1cc(CNCCNC(=O)c2nonc2N)ccc1OCc1ccc(Cl)cc1	8	97	3	1.5	-0.4	1	-5	1	-7	-28

Shown field by field: two of the compounds above
Structure: CN1OC[C@@H]2CN(C(=O)CCc3ccccc3)[C@H](c3ccccc3Br)C[C@@H]21
  PDI inh: .; ABCB6 inh MLPCN: 96; MC4R antag cAMP: .; aDG glyco act: 0.2; MC4R ag barr: .; N-glyco inh: 0; m5-HT2A agonist: -5; CaV13 ICDI inh: -4; Vif inh: -12; Cardio protect: 7
Structure: CCN(CC(=O)NC1CCS(=O)(=O)C1)S(=O)(=O)c1ccc(C)c(C)c1 (configuration not stated)
  PDI inh: 4; ABCB6 inh MLPCN: 98; MC4R antag cAMP: 3; aDG glyco act: 0.2; MC4R ag barr: -1.5; N-glyco inh: -1; m5-HT2A agonist: 4; CaV13 ICDI inh: -4; Vif inh: -5; Cardio protect: 0

The listing continues.
SMILES	PDI inh	ABCB6 inh MLPCN	MC4R antag cAMP	aDG glyco act	MC4R ag barr	N-glyco inh	m5-HT2A agonist	CaV13 ICDI inh	Vif inh	Cardio protect
Cc1ccc(S(=O)(=O)N(C)CCCC(=O)Nc2ccc(C)cc2C)cc1	2	82	5	0.3	-1.2	-1	-4	-15	-4	-10
Cn1c(CNC(=O)c2ccco2)nnc1SCC(=O)Nc1ccc(Br)cc1F	-2	102	19	0.3	-0.4	4	-3	-9	1	6
CC(=O)N1CCN(Cc2nc3cc(NC(=O)COc4ccccc4)ccc3n2C)CC1	1	92	7	0.4	-1.2	0	0	-7	9	8
CC(=O)Nc1ccc(S(=O)(=O)Nc2ccc(Cl)cn2)cc1	-3	98	8	0.1	-1.0	1	1	-6	1	2
O=C(NCc1nnnn1-c1ccc(F)c(F)c1)c1ccc(S(=O)(=O)N2CCOCC2)cc1	-3	97	-5	0.1	-3.8	1	1	-14	8	-3
CCN(c1ccccc1)S(=O)(=O)c1cc(C(=O)OC2CCOC2=O)ccc1C (configuration not stated)	12	93	40*	0.0	-2.9	1	-2	-5	-2	0
CCOc1ccc(NC(=S)NCc2ccco2)cc1	-1	98	1	0.2	-3.4	-1	4	4	-4	4
O=C(Nc1ccc(Cl)cn1)c1cccc(S(=O)(=O)N2CCCCCC2)c1	0	99	-4	0.0	-1.1	-6	-1	-7	-28	-1
Cc1ccc(-c2ccc(CN3C(C)C(=O)N(Cc4cn(Cc5ccco5)nn4)CCS3(=O)=O)cc2)cc1 (configuration not stated)	4	680	4	0.1	-2.2	-3	18*	-9	0	-12
Cc1ccnc(SCCn2c(N(C)Cc3ccccc3)nc3c2c(=O)n(C)c(=O)n3C)n1	.	98	8	-0.1	-0.6	3	-3	-4	8	14
Cc1ccc(N(CC(O)COCc2ccco2)S(=O)(=O)c2ccc(C)cc2)cc1 (configuration not stated)	-2	99	17	0.9	-1.2	-2	2	-6	8	5

Part of the list above, with two lines to a compound.
Second line of a record: PDI inh | ABCB6 inh MLPCN | MC4R antag cAMP | aDG glyco act | MC4R ag barr | N-glyco inh | m5-HT2A agonist | CaV13 ICDI inh | Vif inh | Cardio protect
- Cn1c(CNC(=O)c2ccco2)nnc1SCC(=O)Nc1ccc(Br)cc1F
 : -2 | 102 | 19 | 0.3 | -0.4 | 4 | -3 | -9 | 1 | 6
- Cc1ccc(S(=O)(=O)N(C)CCCC(=O)Nc2ccc(C)cc2C)cc1
 : 2 | 82 | 5 | 0.3 | -1.2 | -1 | -4 | -15 | -4 | -10
- Cc1ccc(N(CC(O)COCc2ccco2)S(=O)(=O)c2ccc(C)cc2)cc1 (configuration not stated)
 : -2 | 99 | 17 | 0.9 | -1.2 | -2 | 2 | -6 | 8 | 5
- O=C(NCc1nnnn1-c1ccc(F)c(F)c1)c1ccc(S(=O)(=O)N2CCOCC2)cc1
 : -3 | 97 | -5 | 0.1 | -3.8 | 1 | 1 | -14 | 8 | -3
- CCN(c1ccccc1)S(=O)(=O)c1cc(C(=O)OC2CCOC2=O)ccc1C (configuration not stated)
 : 12 | 93 | 40* | 0.0 | -2.9 | 1 | -2 | -5 | -2 | 0
- CC(=O)N1CCN(Cc2nc3cc(NC(=O)COc4ccccc4)ccc3n2C)CC1
 : 1 | 92 | 7 | 0.4 | -1.2 | 0 | 0 | -7 | 9 | 8
